Compound activity: PubChem BioAssay, Johns Hopkins Ion Channel Center
CHT block: inhibitors of human choline transporter CHT; Q9GZV3; CHT-expressing cells, membrane potential dye, choline response; active compounds read low; B-score at 10 µM; AID 488975; 0.86% of 310,000 active;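 active = B-score over 3 SD under the library average, and starting fluorescence ratio not unusually high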;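 note: choline stimulus applied at its EC90 after an EC20 pre-addition; B-score computed on integrated fluorescence ratio after choline addition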
KCNQ2 inh: KCNQ2 potassium channel inhibitors, primary screen, cell-based, CHO-K1, FluxOR thallium flux, B-score (AID 2156) | O88943 | 20 min; active compounds read low | B-score at 10 µM | 1.1% of 310,000 active;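 active = fluorescence ratio B-score at most minus 3 library SDs, with starting brightness B-score within 2 library SDs, cut at about -5.5 in these data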
Calls only; i = inactive.

SMILES | CHT block | KCNQ2 inh
COc1cccc(Oc2ccc3nnc(C(F)(F)F)n3n2)c1 | i | i
CCOC(=O)c1c(C)[nH]c(C(=O)OCC(=O)N2CCN(S(=O)(=O)c3ccccc3)CC2)c1C | i | i
CCOC(=O)Cc1nn2c(=O)cc(C)nc2s1 | i | i
Cc1cc(NC(=O)C2(c3ccccc3)CCCC2)no1 | i | i
O=C(O)C(Cc1ccc(O)cc1)N1C(=O)c2ccccc2C1=O (configuration not stated) | i | i
OCCc1ccc(O)c(-n2nc3ccccc3n2)c1 | i | i
CCCNC(=O)N1CCN(Cc2ccco2)CC1 | i | i
CCC(C)NC(=O)c1cccc(C)c1 (configuration not stated) | i | i
CC(c1ccon1)N(C)C(=O)CCc1nnc(C2(c3ccc(Cl)cc3)CCC2)o1 (configuration not stated) | i | i
COc1cc(C)ccc1OCCCOc1cc(C)ccc1Cl | i | i
NC(=O)Cc1ccc(C(=O)c2ccccc2)s1 | i | i
O=[N+]([O-])c1cc(N=Nc2ccc3ccccc3c2)ccc1O | i | i

The list goes on; it opens with the 6 that closed the last part.
SMILES | CHT block | KCNQ2 inh
CCCNC(=O)N1CCN(Cc2ccco2)CC1 | i | i
CCC(C)NC(=O)c1cccc(C)c1 (configuration not stated) | i | i
CC(c1ccon1)N(C)C(=O)CCc1nnc(C2(c3ccc(Cl)cc3)CCC2)o1 (configuration not stated) | i | i
COc1cc(C)ccc1OCCCOc1cc(C)ccc1Cl | i | i
NC(=O)Cc1ccc(C(=O)c2ccccc2)s1 | i | i
O=[N+]([O-])c1cc(N=Nc2ccc3ccccc3c2)ccc1O | i | i
CCOC(=O)c1sc(NC(=O)CSc2nc3c(cc2C#N)CCCCC3)c(C#N)c1C | i | i
O=C(CSc1ccncc1)Nc1ccc2ccccc2c1 | i | i
O=C(Cn1cnc2cc([N+](=O)[O-])ccc2c1=O)NCCc1ccc(F)cc1 | i | i
FC(F)(F)C(Oc1nc(NC2CCCCC2)nc(N2CCOCC2)n1)C(F)(F)F | i | i
CCOC(=O)c1c(NC(C)=O)sc2c(OCC(O)CNC(C)(C)C)c(Br)ccc12 (configuration not stated) | i | i
COC(=O)c1cc(C#N)c(NCc2ccc(Cl)cc2Cl)nc1C | i | i
O=C(NCC1CCCCC1)C1CCC(=O)N(CCc2cccc(F)c2)C1 (configuration not stated) | i | i

Record cards, from the list above. Screens in order: CHT block	KCNQ2 inh
Entry for `CCC(C)NC(=O)c1cccc(C)c1` (configuration not stated) : i	i
Entry for `O=C(NCC1CCCCC1)C1CCC(=O)N(CCc2cccc(F)c2)C1` (configuration not stated) : i	i
Entry for `O=[N+]([O-])c1cc(N=Nc2ccc3ccccc3c2)ccc1O` : i	i
